NSD2 inh: blocks human NSD2 histone methyltransferase activity; NSD2-SET H3K36me1 DELFIA fluorescence, biochemical; inhibition, % at 12.5 µM; actives 0.07% (n = 44,000); AID 624260; in the data active means inhibition above about 54%, passing the limit was not always enough;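 further: inhibitors reduce the monomethyl H3K36 fluorescence signal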
The depositor's hits bear a star; & = joins results of further samples. This is a subset, so the mix of outcomes need not match the whole.

C[C@H]1CCCCO[C@@H](CN(C)C(=O)c2ccncc2)[C@@H](C)CN([C@@H](C)CO)C(=O)c2cc(NC(=O)c3ccccc3)ccc2O1 was read as NSD2 inh 0.6.
Screening CC(C)NC(=O)Nc1ccc2c(c1)CC(=O)N([C@@H](C)CO)C[C@H](C)[C@H](CN(C)S(C)(=O)=O)O2 returned NSD2 inh 3.9.
Cc1noc(C)c1S(=O)(=O)Nc1ccc2c(c1)C(=O)N([C@@H](C)CO)C[C@@H](C)[C@H](CN(C)Cc1ccc3c(c1)OCO3)OCCCC[C@@H](C)O2 was read as NSD2 inh 1.9.
For CO[C@H](CN(C)S(=O)(=O)c1ccc(F)cc1)[C@@H](C)CN(C(=O)Nc1ccccc1F)[C@H](C)CO the results were NSD2 inh 12.3.
`C[C@@H]1CN([C@@H](C)CO)S(=O)(=O)c2ccc(Br)cc2O[C@@H]1CN(C)C(=O)CN(C)C` gave NSD2 inh 16.9.
`C[C@@H]1CCCCO[C@H](CN(C)S(=O)(=O)c2ccc(Cl)cc2)[C@H](C)CN([C@H](C)CO)C(=O)c2cc(NS(=O)(=O)c3ccc(F)cc3)ccc2O1` gave NSD2 inh -4.7.
For C[C@@H]1CN([C@H](C)CO)C(=O)Cc2cc(NC(=O)Nc3ccc(C(F)(F)F)cc3)ccc2O[C@@H]1CN(C)S(=O)(=O)c1ccc(Cl)cc1 the results were NSD2 inh 0.6.
Screening CC(C)NC(=O)Nc1cccc2c1O[C@H](CN(C)C(=O)NC(C)C)[C@@H](C)CN([C@@H](C)CO)C2=O returned NSD2 inh 3.3.
`COc1ccc(-c2cnc3c(c2)C(=O)N([C@@H](C)CO)C[C@H](C)[C@H](CN(C)C(=O)Cc2cccnc2)O3)cc1` gave NSD2 inh -0.6.
`C[C@H](CO)N1C[C@H](C)[C@H](CN(C)C(=O)CC2CC2)Oc2cc(-c3ccncc3)ccc2S1(=O)=O` gave NSD2 inh -3.2.
C[C@@H]1CCCCO[C@@H](CN(C)C(=O)Cc2ccccc2)[C@H](C)CN([C@H](C)CO)C(=O)c2cc(NS(C)(=O)=O)ccc2O1 was read as NSD2 inh 1.7.
`C[C@@H]1CN([C@@H](C)CO)C(=O)c2cccc(NC(=O)Nc3ccc4c(c3)OCO4)c2O[C@H]1CN(C)Cc1ccc(Cl)c(Cl)c1` gave NSD2 inh 2.5.
`C[C@@H]1CN([C@H](C)CO)C(=O)c2cccc(N(C)C)c2O[C@@H]1CN(C)Cc1ccc(C(=O)O)cc1` gave NSD2 inh 9.7.
`Cc1ccc(S(=O)(=O)N(C)C[C@@H]2OCCCC[C@H](C)Oc3ccc(NC(=O)CCC(F)(F)F)cc3C(=O)N([C@H](C)CO)C[C@H]2C)cc1` gave NSD2 inh -0.9.
O=C(c1cc(C2CC2)[nH]n1)n1ccnc1 was read as NSD2 inh -2.5.
`Cc1ccc(S(=O)(=O)Nc2ccc3c(c2)C(=O)N([C@H](C)CO)C[C@@H](C)[C@@H](CN(C)C(=O)c2ccccc2)OCCCC[C@H](C)O3)cc1` gave NSD2 inh -3.2.
`O=C1O[C@@H](c2ccccc2)[C@@H](c2ccccc2)N2[C@@H](c3ccccc3OCCO)[C@]3(C(=O)Nc4ccc(C#CC5=CCCCC5)cc43)[C@@H](C(=O)N3CCCCCCC3)[C@H]12` gave NSD2 inh 2.7.
COc1cccc(S(=O)(=O)Nc2ccc3c(c2)[C@@H]2C[C@H](CC(=O)NCCc4ccccc4)O[C@@H](CO)[C@@H]2O3)c1 was read as NSD2 inh 4.1.
`O=C(C[C@@H]1C[C@H]2c3cc(NC(=O)NC4CCCC4)ccc3O[C@H]2[C@H](CO)O1)NCc1ccncc1` gave NSD2 inh 4.6.
`C[C@H](CO)N1C[C@H](C)[C@@H](CN(C)C(=O)Nc2ccccc2)Oc2c(NS(C)(=O)=O)cccc2C1=O` gave NSD2 inh 25.2.
C[C@H](CO)N1C[C@H](C)[C@H](CN(C)C(=O)c2ccccc2)OCCCC[C@H](C)Oc2ccc(NC(=O)Nc3ccc(C(F)(F)F)cc3)cc2C1=O was read as NSD2 inh -3.3.
CCCC#Cc1cnc2c(c1)C(=O)N([C@@H](C)CO)C[C@@H](C)[C@H](CN(C)C(=O)c1ccccc1)O2 was read as NSD2 inh 9.4.
For C[C@@H]1CN([C@H](C)CO)S(=O)(=O)c2ccc(C#Cc3ccccc3F)cc2O[C@@H]1CN(C)CC1CC1 the results were NSD2 inh 5.3.
Screening C[C@@H]1CN([C@@H](C)CO)C(=O)Cc2cc(N(C)C)ccc2O[C@@H]1CN(C)S(=O)(=O)c1cn(C)cn1 returned NSD2 inh -1.2.
CC(C)NC(=O)N(C)C[C@@H]1Oc2ccc(NC(=O)NC3CCCCC3)cc2CC(=O)N([C@H](C)CO)C[C@H]1C was read as NSD2 inh inactive.
Screening Cc1noc(C)c1NC(=O)N(C)C[C@H]1Oc2ccc(NC(=O)NC(C)C)cc2C(=O)N([C@H](C)CO)C[C@H]1C returned NSD2 inh 3.3.
`Cc1noc(C)c1NC(=O)N(C)C[C@H]1Oc2c(NC(=O)Nc3ccc(C(F)(F)F)cc3)cccc2C(=O)N([C@H](C)CO)C[C@@H]1C` gave NSD2 inh 11.9.
CCCNC(=O)C[C@@H]1C[C@H]2c3cc(NC(=O)C4CCC4)ccc3O[C@H]2[C@H](CO)O1 was read as NSD2 inh -4.5.
`C[C@@H]1CN([C@@H](C)CO)C(=O)c2cc(-c3ccccc3)cnc2O[C@@H]1CN(C)C(=O)NC1CCCC1` gave NSD2 inh -7.5.
For COc1ccc(NC(=O)N(C)C[C@H]2Oc3cc(C#CCC(C)C)ccc3S(=O)(=O)N([C@H](C)CO)C[C@H]2C)cc1 the results were NSD2 inh -3.7.
Screening C[C@H](CO)N1C[C@H](C)[C@@H](CN(C)Cc2ccc(C(=O)O)cc2)Oc2ccc(NC(=O)Cn3cnnn3)cc2C1=O returned NSD2 inh 0.2.
C[C@H](CO)N1C[C@H](C)[C@H](CN(C)Cc2cccc3c2OCCCO3)OCc2ccccc2-c2ccccc2C1=O was read as NSD2 inh -2.7.
For C[C@@H]1CN([C@@H](C)CO)C(=O)c2cc(Br)cnc2O[C@H]1CN(C)S(=O)(=O)c1ccccc1 the results were NSD2 inh 1.1.
`COc1cccc(C#Cc2ccc3c(c2)O[C@@H](CN(C)C(=O)CN2CCOCC2)[C@@H](C)CN([C@H](C)CO)S3(=O)=O)c1` gave NSD2 inh 6.2.
C[C@H]1CN([C@@H](C)CO)C(=O)c2cc(N(C)C)ccc2O[C@H]1CN(C)Cc1ccncc1 was read as NSD2 inh 4.5.
Screening O=c1[nH]c2cc([N+](=O)[O-])c([N+](=O)[O-])cc2[nH]c1=O returned NSD2 inh -2.5&-8.0.
Screening CCCN(C)C[C@@H]1Oc2cc(C#Cc3cccnc3)ccc2S(=O)(=O)N([C@@H](C)CO)C[C@H]1C returned NSD2 inh -0.3.
O=C(O)CCCCCCC(=O)N/N=C/c1ccc(O)cc1Br was read as NSD2 inh 0.3.
Screening CCCCCCCCNC(=O)C(Cc1ccc(OCc2ccncc2)cc1)NC(=O)C1CCC(CN)CC1 (stereo not drawn) returned NSD2 inh 7.1.
Screening C[C@H](CO)N1C[C@H](C)[C@H](CN(C)Cc2ccc(C(F)(F)F)cc2)Oc2ccc(N(C)C)cc2CC1=O returned NSD2 inh -2.0.
`C[C@@H]1CCCCO[C@H](CN(C)Cc2ccc(C(F)(F)F)cc2)[C@@H](C)CN([C@@H](C)CO)C(=O)c2cc(NC(=O)NC3CCCCC3)ccc2O1` gave NSD2 inh -1.1.
Screening C[C@H]1CN([C@@H](C)CO)C(=O)Cc2cc(NC(=O)NC3CCCCC3)ccc2O[C@H]1CN(C)S(=O)(=O)c1ccc(Cl)cc1 returned NSD2 inh 1.7.
For CC(C)NC(=O)N(C)C[C@@H]1Oc2c(NC(=O)C3CCOCC3)cccc2C(=O)N([C@@H](C)CO)C[C@H]1C the results were NSD2 inh -0.2.
Screening COc1c2c(cc3occ(-c4ccc5c(c4)OCO5)c(=O)c13)OC(C)(C)C=C2 returned NSD2 inh -3.6.
For CNC[C@@H]1Oc2ccc(NC(=O)c3ccncc3)cc2C(=O)N([C@@H](C)CO)C[C@@H]1C the results were NSD2 inh -1.9.
Screening COc1ccc(S(=O)(=O)Nc2ccc3c(c2)CC(=O)N([C@@H](C)CO)C[C@@H](C)[C@H](CN(C)Cc2ccc(-c4ccccc4)cc2)O3)cc1 returned NSD2 inh 8.6.
Screening O=C(C[C@@H]1C[C@H]2c3cc(NC(=O)c4ccc5c(c4)OCO5)ccc3O[C@H]2[C@H](CO)O1)NCc1cc(F)ccc1F returned NSD2 inh -0.1.
`CC(C)CC#Cc1cnc2c(c1)C(=O)N([C@@H](C)CO)C[C@H](C)[C@@H](CN(C)C(=O)Cc1cccnc1)O2` gave NSD2 inh -1.3.
COc1ccc(NC(=O)Nc2ccc3c(c2)[C@H]2C[C@H](CC(=O)NC4CCCC4)O[C@H](CO)[C@H]2O3)cc1 was read as NSD2 inh -1.2.
CC(=O)N(C)C[C@H]1Oc2ncc(-c3ccc(C#N)cc3)cc2C(=O)N([C@@H](C)CO)C[C@@H]1C was read as NSD2 inh 33.2.
C[C@H](CO)N1C[C@H](C)[C@@H](CN(C)S(=O)(=O)c2ccc(Cl)cc2)Oc2c(NC(=O)c3nc4ccccc4s3)cccc2C1=O was read as NSD2 inh -5.0.
`CC(C)NC(=O)N(C)C[C@@H]1Oc2c(NC(=O)c3ccncc3)cccc2C(=O)N([C@H](C)CO)C[C@H]1C` gave NSD2 inh 3.8.
C/C=C/c1ccc2c(c1)O[C@H](CN(C)C(=O)NC(C)C)[C@@H](C)CN([C@@H](C)CO)S2(=O)=O was read as NSD2 inh 2.0.
For O=C(NCc1nc2ccccc2[nH]1)C1=C[C@@H](c2coc3ccccc3c2=O)C[C@@H](OCc2ccc(CO)cc2)O1 the results were NSD2 inh -2.0.
C[C@H]1CN([C@@H](C)CO)C(=O)c2cccc(NC(=O)CCCCCC(=O)Nc3ccccc3N)c2O[C@@H]1CN(C)CC1CC1 was read as NSD2 inh -1.2.
`C[C@@H]1CN([C@@H](C)CO)C(=O)Cc2cc(NS(=O)(=O)c3cccs3)ccc2O[C@@H]1CN(C)C(=O)Nc1ccc(F)cc1` gave NSD2 inh 6.5.
C[C@H](CO)N1C[C@H](C)[C@H](CN(C)C(=O)Nc2ccccc2)Oc2ccc(NC(=O)Nc3ccc(C(F)(F)F)cc3)cc2CC1=O was read as NSD2 inh -8.6.
COCC(=O)N(C)C[C@H]1Oc2ncc(C#CC3(O)CCCC3)cc2C(=O)N([C@H](C)CO)C[C@H]1C was read as NSD2 inh 5.1.
`CC(=O)N(C)C[C@H]1Oc2cc(C#C[C@@H](C)O)ccc2S(=O)(=O)N([C@@H](C)CO)C[C@@H]1C` gave NSD2 inh 1.2.
`Cc1noc(C)c1NC(=O)Nc1ccc2c(c1)C(=O)N([C@H](C)CO)C[C@@H](C)[C@H](CN(C)Cc1ccc3c(c1)OCO3)OCCCC[C@@H](C)O2` gave NSD2 inh 16.8.
Screening C[C@@H]1CN([C@H](C)CO)C(=O)c2cccc(NS(C)(=O)=O)c2O[C@@H]1CN(C)Cc1ccc(C(=O)Nc2ccccc2N)cc1 returned NSD2 inh 0.9.
For C[C@@H]1CN([C@@H](C)CO)C(=O)Cc2cc(NC(=O)Cn3cnnn3)ccc2O[C@@H]1CN(C)C the results were NSD2 inh 0.0.
For C[C@H]1CN([C@@H](C)CO)C(=O)c2cccc(NC(=O)c3ccncc3)c2O[C@@H]1CN(C)Cc1ccc(C(=O)Nc2ccccc2N)cc1 the results were NSD2 inh 3.3.
COc1ccc(CN(C)C[C@@H]2OCCCC[C@@H](C)Oc3ccc(NC(=O)CCC(F)(F)F)cc3C(=O)N([C@@H](C)CO)C[C@H]2C)cc1 was read as NSD2 inh 18.5.
Screening CO[C@H](CN(C)S(=O)(=O)c1ccc(C)cc1)[C@H](C)CN(Cc1ccccc1Cl)[C@H](C)CO returned NSD2 inh 6.1.
`COCCOC(=O)N1C(=O)[C@@]2(c3cc(C#CCCO)ccc31)[C@H](c1ccc(O)cc1)N1[C@H](c3ccccc3)[C@H](c3ccccc3)OC(=O)[C@H]1[C@@H]2C(N)=O` gave NSD2 inh -5.6.
Screening C[C@H](O)C#Cc1cnc2c(c1)C(=O)N([C@@H](C)CO)C[C@@H](C)[C@@H](CN(C)CC1CCOCC1)O2 returned NSD2 inh -5.1.
C[C@H](CO)N1C[C@H](C)[C@@H](CN(C)S(=O)(=O)c2cn(C)cn2)Oc2c(NC(=O)NC3CCCCC3)cccc2C1=O was read as NSD2 inh -0.7.
CNC[C@@H]1Oc2ncc(-c3ccccc3C)cc2C(=O)N([C@H](C)CO)C[C@H]1C was read as NSD2 inh 6.2.

Filtered by structure: the compounds so far containing a CF3 group
For C[C@@H]1CN([C@H](C)CO)C(=O)Cc2cc(NC(=O)Nc3ccc(C(F)(F)F)cc3)ccc2O[C@@H]1CN(C)S(=O)(=O)c1ccc(Cl)cc1 the results were NSD2 inh 0.6.
`Cc1ccc(S(=O)(=O)N(C)C[C@@H]2OCCCC[C@H](C)Oc3ccc(NC(=O)CCC(F)(F)F)cc3C(=O)N([C@H](C)CO)C[C@H]2C)cc1` gave NSD2 inh -0.9.
C[C@H](CO)N1C[C@H](C)[C@H](CN(C)C(=O)c2ccccc2)OCCCC[C@H](C)Oc2ccc(NC(=O)Nc3ccc(C(F)(F)F)cc3)cc2C1=O was read as NSD2 inh -3.3.
`Cc1noc(C)c1NC(=O)N(C)C[C@H]1Oc2c(NC(=O)Nc3ccc(C(F)(F)F)cc3)cccc2C(=O)N([C@H](C)CO)C[C@@H]1C` gave NSD2 inh 11.9.
Screening C[C@H](CO)N1C[C@H](C)[C@H](CN(C)Cc2ccc(C(F)(F)F)cc2)Oc2ccc(N(C)C)cc2CC1=O returned NSD2 inh -2.0.
`C[C@@H]1CCCCO[C@H](CN(C)Cc2ccc(C(F)(F)F)cc2)[C@@H](C)CN([C@@H](C)CO)C(=O)c2cc(NC(=O)NC3CCCCC3)ccc2O1` gave NSD2 inh -1.1.
C[C@H](CO)N1C[C@H](C)[C@H](CN(C)C(=O)Nc2ccccc2)Oc2ccc(NC(=O)Nc3ccc(C(F)(F)F)cc3)cc2CC1=O was read as NSD2 inh -8.6.
COc1ccc(CN(C)C[C@@H]2OCCCC[C@@H](C)Oc3ccc(NC(=O)CCC(F)(F)F)cc3C(=O)N([C@@H](C)CO)C[C@H]2C)cc1 was read as NSD2 inh 18.5.

Screens: PubChem BioAssay, Broad Institute
